PfG6PD inh: PfG6PD (Plasmodium falciparum) enzyme inhibition. PfGluPho enzyme, NADPH resazurin-diaphorase fluorescence. inhibition, % at 20 µM. actives 0.78% (n = 350,000). AID 504690;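 active = inhibition reaching at least a set limit at 20 µM in the primary screen, cut at about 59% in these data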;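 note: 0% = DMSO wells with substrate and 100% = DMSO wells lacking glucose-6-phosphate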
HKDC1 inh: HKDC1 (human) hexokinase inhibition. inhibition, % at 20 µM. actives 0.16% (n = 340,000). Q2TB90. recombinant HKDC1, G6PDH/diaphorase resazurin coupled fluorescence;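 active = inhibition above about 35% when tested at 20 µM, limit read from the data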;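 note: plate controls were DMSO wells with enzyme for no effect and DMSO wells lacking enzyme for full effect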
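Assay system – recombinant HKDC1 (HK5) hexokinase enzyme, produced in-house · Input – HKDC1 at 5 µg/mL · Reagent – glucose plus 1 mM ATP as hexokinase substrates · Timing – 90 min reaction incubation at room temperature, dark · Measured by – G6PDH/diaphorase-coupled fluorescence, 1 mM NADP, 100 µM resazurin, 525/613 nm · Benchmarks – DMSO-enzyme wells negative, buffer-substituted wells positive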
SENP1 FRET inh: inhibitors of human SENP1 SUMO protease catalytic domain. AID 624204. actives 0.21% (n = 360,000). inhibition, % at 10 µM. recombinant SENP1 catalytic domain, CyPet-SUMO1-YPet FRET cleavage. Q9P0U3;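 active = inhibition at least 30% at 10 µM, raw YFP signal under a set limit, fluorescence ratio 0.5 to 1.5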;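 note: 0% = enzyme with DMSO and 100% = no enzyme wells; some results filed as inactive read as strong as hits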
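Assay system: hSENP1 catalytic domain, recombinant. Amount: SENP1 enzyme, 20 pM final. Schedule: 50 min reaction, RT, dark. Technique: FRET, CFP and YFP emission. Control set: no-enzyme wells low, DMSO-plus-enzyme wells high control.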
SENP7 block: inhibitors of human SENP7 protease; Q9BQF6; recombinant SENP7, Z-RLRGG-aminoluciferin luminescence, 40 min; actives 1.5% (n = 330,000); AID 434973; inhibition, % at 5 µM;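 active = inhibition above about 50% at the single test dose, limit read from the data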;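 note: plate controls were DMSO with enzyme for no effect and no enzyme buffer wells for full effect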
SENP6 block: blocks the human protease SENP6 | Q9GZR1 | Recombinant SENP6 catalytic domain, aminoluciferin luminescence | inhibition, % at 10 µM | actives 1.8% (n = 330,000) | AID 2599;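 active = inhibition above about 50% at the single tested dose, limit read from the data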;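 note: plate controls were DMSO wells with enzyme for no effect and DMSO wells lacking enzyme for full effect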
Target sequence (Q9GZR1 628-1112 limits assumed): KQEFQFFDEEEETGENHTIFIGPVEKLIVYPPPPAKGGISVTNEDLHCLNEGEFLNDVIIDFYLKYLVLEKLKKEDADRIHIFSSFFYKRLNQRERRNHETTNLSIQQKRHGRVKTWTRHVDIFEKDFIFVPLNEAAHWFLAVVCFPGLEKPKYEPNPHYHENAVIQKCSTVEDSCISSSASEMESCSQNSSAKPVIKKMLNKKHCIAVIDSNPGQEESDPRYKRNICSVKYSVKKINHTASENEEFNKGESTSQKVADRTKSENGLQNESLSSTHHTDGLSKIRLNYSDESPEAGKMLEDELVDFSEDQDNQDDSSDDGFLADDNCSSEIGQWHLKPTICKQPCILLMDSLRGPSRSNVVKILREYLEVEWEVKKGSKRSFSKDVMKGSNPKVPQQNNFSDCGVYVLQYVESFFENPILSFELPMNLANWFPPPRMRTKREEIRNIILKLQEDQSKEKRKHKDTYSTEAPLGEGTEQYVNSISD
beta cell repl: MIN6 beta-cell proliferation induction. MIN6 cells proliferation, ATPlite luminescence, 48 h; cells starved in 0.2% serum; 100% = growth in 10% serum. proliferation, % at 10 µM. actives 0.29% (n = 330,000);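 active = compounds whose signal lies at least 3.5 SD above the mean of all wells on their plate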;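 note: 0% = DMSO-treated cells in low-serum medium and 100% = 10% serum control; some compounds called inactive have numbers as strong as hits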
SENP8 block-1: SENP8 (human) protease inhibition | Q96LD8 | recombinant SENP8, Nedd8 substrate fluorescence | inhibition, % at 20 µM | actives 0.64% (n = 360,000) | AID 602440; in the data active = inhibition mostly above about 40%, no sharp cut-off; inactive = mostly below about 27%
Target sequence (Q96LD8 whole entry, looked up): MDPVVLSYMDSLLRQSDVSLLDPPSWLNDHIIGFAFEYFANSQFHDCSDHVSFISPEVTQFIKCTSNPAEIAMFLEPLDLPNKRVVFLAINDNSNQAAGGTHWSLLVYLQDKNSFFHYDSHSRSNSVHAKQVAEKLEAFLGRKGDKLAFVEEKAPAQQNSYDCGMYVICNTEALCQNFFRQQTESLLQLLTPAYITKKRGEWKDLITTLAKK
UBC13 inh: blocks human UBC13 polyubiquitin chain formation; actives 0.47% (n = 330,000); inhibition, % at 20 µM; P61088; TR-FRET; in the data active = inhibition above about 45%, passing the limit was not always enough
Target sequence (P61088 whole entry, looked up): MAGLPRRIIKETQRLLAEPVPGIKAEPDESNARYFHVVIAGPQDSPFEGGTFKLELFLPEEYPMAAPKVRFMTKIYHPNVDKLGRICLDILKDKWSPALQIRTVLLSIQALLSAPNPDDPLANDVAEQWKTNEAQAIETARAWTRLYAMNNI
SENP8 block-2: inhibitors of human SENP8 protease. Q96LD8. purified SENP8, Z-RLRGG-aminoluciferin cleavage, luminescence. inhibition, % at 10 µM. actives 1.2% (n = 330,000). AID 2540; in the data active = inhibition above about 50%
An asterisk follows results filed as active; . = no result given.

(1) Cc1onc(C(=O)Nc2sc3c(c2C#N)CCCC3)c1[N+](=O)[O-]
(2) COc1ccc(-n2ccc(=O)c(C(=O)O)n2)cc1
(3) O=C(Nc1ccccc1Oc1cccnc1)C1CCCN(C/C=C/c2ccccc2)C1 (stereo not drawn)
(4) CCN(CC)CCCNC(=O)C1c2ccccc2C(=O)N(C)C1c1ccc(OC)cc1 (stereo not drawn)
(5) COC(C/C=C/[C@@H](O)[C@H](C)OCc1ccccc1)OC
(6) CCCCn1c(SCC(=O)NC(=O)Cc2ccccc2)nc2ccccc2c1=O
(7) Cc1cc(C)nc(NS(=O)(=O)c2ccc(NC(=O)c3cccs3)cc2)n1
(8) COC(=O)CNC(=O)c1cc(-c2ccncc2)nc2ccc(C)cc12
screen / no.,1,2,3,4,5,6,7,8
PfG6PD inh,19,2,-4,3,-3,-9,31,-2
HKDC1 inh,-1,-5,-8,-3,-1,-6,-3,-4
SENP1 FRET inh,3,0,1,-7,2,1,-1,-1
SENP7 block,5,-7,-13,-2,-8,14,9,1
SENP6 block,3,-4,-10,-2,-4,-7,-12,-7
beta cell repl,-2,0,-4,4,5,2,-2,1
SENP8 block-1,5,-14,4,18,16,3,6,-276
UBC13 inh,2,5,-9,5,8,-1,-9,10
SENP8 block-2,-3,3,-10,5,-6,5,-2,0

Arranged by length of the SMILES (descending): three of the compounds above
(4) CCN(CC)CCCNC(=O)C1c2ccccc2C(=O)N(C)C1c1ccc(OC)cc1 (stereo not drawn)
(7) Cc1cc(C)nc(NS(=O)(=O)c2ccc(NC(=O)c3cccs3)cc2)n1
(6) CCCCn1c(SCC(=O)NC(=O)Cc2ccccc2)nc2ccccc2c1=O
screen / no.,4,7,6
PfG6PD inh,3,31,-9
HKDC1 inh,-3,-3,-6
SENP1 FRET inh,-7,-1,1
SENP7 block,-2,9,14
SENP6 block,-2,-12,-7
beta cell repl,4,-2,2
SENP8 block-1,18,6,3
UBC13 inh,5,-9,-1
SENP8 block-2,5,-2,5

The list continues:
(9) Cc1cccc(CSc2ncnc3nc[nH]c23)c1
(10) Cc1cc(C)n(-c2cc(C(=O)O)cc(C(=O)O)c2)n1
(11) O=C(CCN1C(=O)[C@@H]2Cc3ccccc3CN2C1=O)NCc1ccc(Cl)cc1
(12) CCCOc1ccc(N2C(=O)CC(NCCCN3CCC(C(N)=O)CC3)C2=O)cc1 (stereo not drawn)
(13) CC1Cc2ccccc2N1C(=O)CSc1ncc(-c2ccc(F)cc2)n1C (stereo not drawn)
(14) CC(NC(=O)CCN1N=C(c2ccccc2)CCC1=O)c1ccc2c(c1)OCCO2 (stereo not drawn)
(15) CC1(C(=O)O)CCC(C(=O)NC2CCCCCC2)C1(C)C (stereo not drawn)
(16) CCC(C(=O)NC1CCCC1)N(C(=O)Cn1nnc(-c2cccs2)n1)c1cnc2ccccc2c1 (stereo not drawn)
screen / no.,9,10,11,12,13,14,15,16
PfG6PD inh,4,13,-3,-5,16,.,-2,-15
HKDC1 inh,-2,-8,5,-15,12,.,-6,-1
SENP1 FRET inh,0,1,3,1,-6,.,2,-9
SENP7 block,6,-8,6,4,-5,5,4,6
SENP6 block,-14,-19,-11,-1,-14,-16,6,2
beta cell repl,2,-1,1,-4,-3,2,3,-3
SENP8 block-1,11,5,14,19,-50,.,8,8
UBC13 inh,8,8,9,2,-2,11,11,11
SENP8 block-2,-1,-1,2,5,24,-2,3,-5

(17) COc1cccc(CNC(=O)CSCC(=O)Nc2ccc(C)cc2)c1
(18) Cc1nc(SCCCSc2n[nH]c(C)n2)n[nH]1
(19) COc1cccc(NC(=O)C(NCC(C)(C)CN(C)C)c2ccccc2)c1 (stereo not drawn)
(20) CCOC(=O)c1cnc2ccc(C)cn2c1=O
(21) O=C1CN=C(Nc2ccccc2Cl)N1Cc1ccc2c(c1)OCO2
(22) Cc1cc(C(=O)C(C)OC(=O)c2cnccn2)c(C)n1-c1ccccc1 (stereo not drawn)
(23) CCN1C(=O)N(CC)C2NC(=S)NC21 (stereo not drawn)
(24) COc1ccc(NC(=O)C2CCN(C(=O)Nc3ccccc3)CC2)cc1S(=O)(=O)N(C)C
screen / no.,17,18,19,20,21,22,23,24
PfG6PD inh,11,1,-10,1,10,29,3,0
HKDC1 inh,0,3,-1,3,1,1,-4,-6
SENP1 FRET inh,16,1,-3,-13,1,1,0,1
SENP7 block,-6,-5,6,-2,-3,7,-8,8
SENP6 block,-9,-11,-2,-20,-15,-13,-12,-2
beta cell repl,1,-1,3,-2,-4,1,-3,1
SENP8 block-1,3,27,14,-437,7,15,16,9
UBC13 inh,5,-1,4,0,-6,-3,-5,5
SENP8 block-2,-13,-4,-3,-4,-2,-1,-4,3

(25) O=C(NCc1cccc(Cl)c1)c1cccc(OC2CCN(C(=O)C3CC3)CC2)c1
(26) CC(=O)c1cccc(NC(=O)C(C)N2CCc3ccccc3C2)c1 (stereo not drawn)
(27) CCc1ccc([C@@H]2CC=C(C(=O)O)[C@H](c3ccccc3F)N2S(=O)(=O)c2ccc(C)cc2)cc1
(28) Cc1nn(-c2ccccc2)c2c1C1(C(=O)N(C)c3ccccc31)N(c1ccccc1)C(=O)N2 (stereo not drawn)
(29) Cc1csc(NC(=O)CN(C)S(=O)(=O)c2cccc3cccnc23)n1
(30) CCn1nnnc1NCc1c(OC)ccc2ccccc12
(31) O=C(COC(=O)COc1ccccc1[N+](=O)[O-])NC1CCCCC1
(32) CCN(CC(=O)NC1CCS(=O)(=O)C1)C(=O)c1ccc(OC)c([N+](=O)[O-])c1 (stereo not drawn)
screen / no.,25,26,27,28,29,30,31,32
PfG6PD inh,-2,6,-23,-4,-4,-3,2,3
HKDC1 inh,-2,-7,3,-4,-5,-4,-1,0
SENP1 FRET inh,1,-2,0,0,0,0,2,-1
SENP7 block,-8,-4,-6,0,-8,7,7,-2
SENP6 block,7,-29,-13,-1,-4,-3,4,15
beta cell repl,-1,-3,-6,-2,4,-4,5,-4
SENP8 block-1,-1,17,6,39,11,-6,9,9
UBC13 inh,-9,-5,-24,6,1,-12,3,5
SENP8 block-2,10,-12,-9,1,-6,-2,1,3

(33) NC1=NC(=O)/C(=C/c2c(OS(=O)(=O)c3ccc(Cl)cc3)ccc3ccccc23)S1
(34) Cc1cc(C)cc(C(=O)OCC(=O)NCc2ccco2)c1
(35) COc1ccccc1Nc1nc(-c2ccccc2)nc2ccccc12
(36) CCC(C)(C)NC(=O)C(c1ccc(O)cc1)N(C(=O)Cn1nnc2ccccc21)c1ccc(NC(C)=O)cc1 (stereo not drawn)
(37) CC(=O)N1CCc2cc(S(=O)(=O)NC(CC(C)C)C(=O)Nc3cc(C(=O)O)ccc3C)ccc21 (stereo not drawn)
(38) COc1ccc(-c2nn(-c3ccccc3C)cc2CNC(C)c2cn(C)nc2C)cc1F (stereo not drawn)
(39) CC(C)n1nnnc1-c1cc(Cl)cc(Cl)c1
(40) OC(COc1ccccc1)Cn1cc(Br)cn1 (stereo not drawn)
screen / no.,33,34,35,36,37,38,39,40
PfG6PD inh,5,5,1,-2,1,-3,-6,-10
HKDC1 inh,5,-4,1,-5,-1,-2,-12,1
SENP1 FRET inh,-2,-2,-1,0,1,0,-1,-2
SENP7 block,-5,-5,-1,-7,15,12,-2,-4
SENP6 block,7,2,-2,-9,-3,-11,-7,-6
beta cell repl,0,-4,-4,-2,0,-3,-1,0
SENP8 block-1,-106,10,-153,11,10,9,5,21
UBC13 inh,5,-26,26,-9,-1,3,8,0
SENP8 block-2,0,-8,1,-1,4,-5,7,5

(41) CC(C)OC(=O)CCCN1C(=O)c2ccc(N)cc2C1=O
(42) COc1cccc(-n2c(SCC(=O)N3CCc4ccccc43)nnc2-c2c[nH]c3ccccc23)c1
(43) CC(C)c1ccc(NC(=O)C2C3C=CC(CC3)C2C(=O)O)cc1 (stereo not drawn)
(44) COc1ccc(CNC(=O)CCCc2ccccc2)cc1
(45) CN1OC[C@@H]2CN(C(=O)CCc3ccccc3)[C@H](c3cccc(Oc4ccccc4)c3)C[C@@H]21
(46) COc1ccccc1N1CC(C(=O)Nc2ccc(N3CCOCC3)cc2)CC1=O (stereo not drawn)
(47) COc1cccc(N/N=C(\C#N)S(=O)(=O)C(C)(C)C)c1
(48) COc1ccc(/C=N/NC(=O)c2nn(-c3ccccc3)c(=O)c3c(N)scc23)cc1
(49) CCc1ccccc1OCC(=O)Nc1cccc(S(=O)(=O)NC2=NCCC2)c1
(50) Cc1cccc(C)c1NC(=S)N1CCCN(Cc2ccc(F)cc2)C1
(51) CN(C(=O)Cn1nnc2ccccc2c1=O)C1CCCCC1
screen / no.,41,42,43,44,45,46,47,48,49,50,51
PfG6PD inh,-8,-17,-1,-4,2,2,3,36,7,3,-4
HKDC1 inh,-6,-5,1,-8,5,-1,-16,23,-2,1,-6
SENP1 FRET inh,10,3,3,3,2,-1,1,6,1,1,0
SENP7 block,1,11,2,1,.,4,6,12,-5,-10,4
SENP6 block,-10,4,-8,0,.,-2,6,52*,-16,-3,9
beta cell repl,-2,-6,-3,0,.,-3,2,-5,0,-1,0
SENP8 block-1,-104,14,24,7,8,8,22,74*,8,16,-4
UBC13 inh,0,-24,3,9,.,3,-6,-30,-1,-1,2
SENP8 block-2,-4,-6,7,0,.,-9,-5,18,-9,-10,9

Entries from the list above that contain a COOH group (six):
(2) COc1ccc(-n2ccc(=O)c(C(=O)O)n2)cc1
(10) Cc1cc(C)n(-c2cc(C(=O)O)cc(C(=O)O)c2)n1
(15) CC1(C(=O)O)CCC(C(=O)NC2CCCCCC2)C1(C)C (stereo not drawn)
(27) CCc1ccc([C@@H]2CC=C(C(=O)O)[C@H](c3ccccc3F)N2S(=O)(=O)c2ccc(C)cc2)cc1
(37) CC(=O)N1CCc2cc(S(=O)(=O)NC(CC(C)C)C(=O)Nc3cc(C(=O)O)ccc3C)ccc21 (stereo not drawn)
(43) CC(C)c1ccc(NC(=O)C2C3C=CC(CC3)C2C(=O)O)cc1 (stereo not drawn)
screen / no.,2,10,15,27,37,43
PfG6PD inh,2,13,-2,-23,1,-1
HKDC1 inh,-5,-8,-6,3,-1,1
SENP1 FRET inh,0,1,2,0,1,3
SENP7 block,-7,-8,4,-6,15,2
SENP6 block,-4,-19,6,-13,-3,-8
beta cell repl,0,-1,3,-6,0,-3
SENP8 block-1,-14,5,8,6,10,24
UBC13 inh,5,8,11,-24,-1,3
SENP8 block-2,3,-1,3,-9,4,7

Screening data as filed in PubChem.
